Y pestis TopoI: Yersinia pestis topoisomerase I inhibitors, primary screen, biochemical, cleavage product accumulation, plate reader, single point. DNA topoisomerase I (Yersinia pestis CO92). Y. pestis Topo-I cleavage product accumulation. activity, % at 10 µM. hit rate 0.064% among 360,000. AID 504884, 2011; in the data active = activity above about 50%, passing the limit was not always enough; inconclusive = no clear call, values can overlap the other calls; note: inactives centre near 2
Vc quorum ag: inducers of Vibrio cholerae quorum light production without autoinducers, primary screen, BH1578 luxS cqsA deficient, single point | AID 588436, 2011 | V. cholerae BH1578 lux reporter, luminescence, 6 h | activation, % at 18.7 µM | hit rate 0.16% among 350,000; in the data active = activation mostly above about 9.7%, no sharp cut-off; inconclusive = no clear call, values can overlap the other calls; inactive = mostly below about 3.7%; note: not every result past the cut was called active; inactives centre near 0; reference of the scale not given here
TcdB inh: TcdB glycohydrolase inhibitors, primary screen, biochemical, single point, plate reader | inhibition, % at 9.99 µM | Toxin B (Clostridioides difficile), P18177 | TcdB glycohydrolase enzymatic assay | hit rate 0.24% among 350,000 | AID 652162, 2013; in the data active = inhibition above about 10%
Mtb FBA inh: Mtb FBA enzyme inhibitors, primary screen, biochemical, fluorescence, strain H37Rv | Fructose-bisphosphate aldolase (Mycobacterium tuberculosis (strain ATCC 25618 / H37Rv)), … | purified M. tuberculosis FBA, fluorescence read-out | inhibition, % at 1 µM | hit rate 2.3% among 360,000 | AID 588726, 2011; in the data active = inhibition above about 27%;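 note: 0% = vehicle and 100% = reference inhibitor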
Target sequence (P9WQA3 whole entry, looked up): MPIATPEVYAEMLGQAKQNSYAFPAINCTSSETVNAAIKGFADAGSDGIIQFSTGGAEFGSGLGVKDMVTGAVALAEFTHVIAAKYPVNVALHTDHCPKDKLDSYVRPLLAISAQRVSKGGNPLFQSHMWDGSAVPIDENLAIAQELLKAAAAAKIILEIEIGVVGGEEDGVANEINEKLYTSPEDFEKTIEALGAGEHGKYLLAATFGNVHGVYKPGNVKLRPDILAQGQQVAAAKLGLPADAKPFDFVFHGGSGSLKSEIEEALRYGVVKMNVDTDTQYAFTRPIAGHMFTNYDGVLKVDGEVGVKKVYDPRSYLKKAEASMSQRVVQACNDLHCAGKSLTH
Mtb UGM inh: M. tuberculosis UGM enzyme inhibitors, primary screen, biochemical, fluorescence polarization, single point. inhibition, % at 10 µM. purified UGM, fluorescence polarization probe displacement. AID 504406, 2011. UDP-galactopyranose mutase (Mycobacterium tuberculosis (strain ATCC 25618 / H37Rv)), …. hit rate 0.06% among 320,000; in the data active = inhibition above about 10%, passing the limit was not always enough; inconclusive = no clear call, values can overlap the other calls
Target sequence (P9WIQ1 whole entry, looked up): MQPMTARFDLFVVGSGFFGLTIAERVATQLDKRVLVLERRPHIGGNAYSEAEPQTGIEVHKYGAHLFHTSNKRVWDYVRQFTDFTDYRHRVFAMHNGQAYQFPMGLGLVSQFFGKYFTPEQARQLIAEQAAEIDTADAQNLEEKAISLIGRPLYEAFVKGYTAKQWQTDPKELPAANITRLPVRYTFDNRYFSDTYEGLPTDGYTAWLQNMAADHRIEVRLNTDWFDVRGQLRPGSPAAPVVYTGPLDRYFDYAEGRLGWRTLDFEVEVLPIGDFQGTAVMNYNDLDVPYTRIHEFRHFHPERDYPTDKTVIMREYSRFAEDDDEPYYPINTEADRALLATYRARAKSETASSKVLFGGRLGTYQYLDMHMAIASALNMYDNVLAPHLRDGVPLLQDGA
FadD28 FP inh: inhibitors of FadD28 bisubstrate probe binding, primary screen, biochemical, fluorescence polarization, single point | inhibition, % at 12.5 µM | hit rate 0.22% among 360,000; in the data active = inhibition above about 8.5%, passing the limit was not always enough; inconclusive = no clear call, values can overlap the other calls
PfHsp40 rescue: rescue of yeast from PfHsp40 toxicity, primary screen, S. cerevisiae, ATP luminescence. S. cerevisiae expressing PfHsp40, growth rescue. growth rescue, % at 12.5 µM. hit rate 0.68% among 340,000; in the data active = growth rescue above about 28%, passing the limit was not always enough; inconclusive = no clear call, values can overlap the other calls;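 note: yeast W303a lacking pdr1 and pdr3 grown in galactose medium; growth measured after three days at 30 °C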
BioA inh: M. tuberculosis BioA enzyme inhibitors, primary screen, biochemical, plate reader, single point, HTS. 7,8-diaminopelargonic acid synthase BioA (Mycobacterium tuberculosis). inhibition, % at 9.99 µM. hit rate 0.096% among 360,000. purified M. tuberculosis BioA enzyme; in the data active = inhibition above about 40%; inconclusive = no clear call, values can overlap the other calls
GDH-TPI counter: GDH-TPI coupling enzyme inhibitors, primary screen, artefact control for M. tuberculosis FBA inhibitor project, biochemical, absorbance, full deck; GDH-TPI coupled enzyme counterscreen, NADH absorbance; inhibition, % at 4.8 µM; hit rate 1.2% among 360,000; in the data active = inhibition above about 30%;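 note: 0% = DMSO wells and 100% = wells lacking the enzyme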
* = called active by the depositor; i = inactive; ? = inconclusive; . = no result given; & = joins results of further samples.

SMILES	Y pestis TopoI	Vc quorum ag	TcdB inh	Mtb FBA inh	Mtb UGM inh	FadD28 FP inh	PfHsp40 rescue	BioA inh	GDH-TPI counter
CSc1nc(SCC(=O)NCc2ccco2)c2c3c(sc2n1)COC(C)(C)C3	-8	-1.0	.	18	2.1	-0.9	3.0	-1.9	36*
O=C(CSc1ncn[nH]1)Nc1c(F)cc(F)cc1Br	-8	-0.9	.	0	-4.6	-2.9	-1.3	.	1
OC1CCCN(c2c3c(nc4cc(-c5cccc(F)c5)nn24)CCCC3)C1 (centres undefined)	35	-1.3	1.1	5	0.8	-2.2	0.6	.	12
CCCS(=O)(=O)Nc1ccc(N2CCCCC2)c(S(=O)(=O)Nc2ccccc2OC)c1	18	1.7	0.8	-2	.	-1.8	-0.8	0.7	9
COc1ccc(CCc2nc(-c3cccs3)no2)cc1	21	-0.8	1.3	-1	-2.5	-4.6	-0.2	5.1	4
CN(C(=S)NC(=O)c1ccccc1)C1CCCCC1	-4	0.4	0.5	0	3.2	-3.3	0.1	-1.2	-10
CN(C)CCOC1(Cc2ccc(F)cc2)CCC(C(C)(C)C)CC1 (centres undefined)	12	-1.9	0.7	-1	.	-5.4	-1.7	.	-1
CCN(Cc1ccccc1)S(=O)(=O)c1nc2nc(C)c(C)c(C)n2n1	14	i	.	-1	-1.3	-3.4	0.1	14	7
O=C(Nc1ccccc1)c1oc2ccccc2c1NC(=O)C1CC1	12	-4.2	0.6	-2	-0.4	-6.0	0.6	-1.5	7
CCC(=O)Nc1ccc(/C(C)=N/NC(=O)c2c(-c3ccccc3Cl)noc2C)cc1	-3	0.4	0.9	0	-0.5	-1.7	0.1	0.0	3
COCCC(=O)N1CCC(Oc2ccc(C(=O)N3CCCCC3CCO)cc2)CC1 (centres undefined)	13	i	0.6	-2	1.0	-5.9	1.1	-0.4	1
CC(C)CNC(=O)NC(=O)COC(=O)COc1ccc(Cl)cc1Cl	32	-0.5	0.3	1	0.8	?	1.0	-1.7	2
CCc1cccc(NC(=O)C2CCN(S(=O)(=O)c3ccc4[nH]c(=O)ccc4c3)CC2)c1	-5	-0.6	0.8	0	0.1	-0.1	-1.3	-3.5	4
COCCNC(=O)CN(c1cc(Cl)ccc1OC)S(C)(=O)=O	4	-0.4	2.0	0	-0.3	-1.7	-0.7	1.3	6
CCOC(=O)CSc1nc2c(cnn2-c2ccc(C)cc2)c(=O)[nH]1	-3	6.2	.	-6	-1.4	-1.4	1.1	-2.6	12
CC(C)(C)c1nnc(NC(=O)c2ccc3c(c2)OCO3)s1	-1	i	1.1	5	2.1	-1.5	-0.8	-2.6	3
O=C(Nc1ccc(F)cc1F)Nc1ccccc1C(=O)NCCN1CCNC1=O	1	-0.6	0.6	5	-0.2	-1.0	.	1.9	4
COCCN(Cc1ccco1)C(=O)C1CCCN(c2ncnc3c2nc2n3CCCCC2)C1 (centres undefined)	9	-0.4	1.0	3	1.3	-0.4	-0.4	5.0	0
CCOC(=O)CCc1c(C)c2ccc(OCC(=O)N(CC)CC)c(C)c2oc1=O	10	-0.3	.	76*	-1.6	-0.8	0.3	.	0
CCCCn1c(N)c(N(CCOC)C(=O)CCc2ccc(OC)cc2)c(=O)[nH]c1=O	0	-0.4	.	1	7.3	-2.1	-1.2	.	6
COc1cccc(Cn2c(-c3nonc3N)nc3ccccc32)c1	18	8.2	.	-1	-0.2	-6.1	-0.6	-0.4	7
Cc1ccc2c(c1)cc(CN(Cc1ccco1)C(=O)COc1ccccc1)c1nnnn12	4	-17	.	2	-0.6	-0.9	-0.3	13	-10
Cc1cc(C)nc(NS(=O)(=O)c2ccc(NS(=O)(=O)c3ccc(F)c(F)c3)cc2)n1	6	-0.5	-2.2	1	.	-0.6	.	1.1	2
O=C(Nc1nnc(SCC(=O)N2CCCCC2)s1)c1ccccc1F	2	-0.3	-12	-5	4.0	0.4	0.0	0.6	5
COC(=O)c1ccc(NC(=O)c2ccccc2CC[N+](=O)[O-])cc1	5	-1.8	-0.5	-3	-2.1	0.0	0.4	1.2	2

Compound profiles, as listed above:
CC(C)(C)c1nnc(NC(=O)c2ccc3c(c2)OCO3)s1 in the list: Y pestis TopoI = -1; Vc quorum ag = i; TcdB inh = 1.1; Mtb FBA inh = 5; Mtb UGM inh = 2.1; FadD28 FP inh = -1.5; PfHsp40 rescue = -0.8; BioA inh = -2.6; GDH-TPI counter = 3
CN(C)CCOC1(Cc2ccc(F)cc2)CCC(C(C)(C)C)CC1 (centres undefined) in the list: Y pestis TopoI = 12; Vc quorum ag = -1.9; TcdB inh = 0.7; Mtb FBA inh = -1; Mtb UGM inh = .; FadD28 FP inh = -5.4; PfHsp40 rescue = -1.7; BioA inh = .; GDH-TPI counter = -1
CCCCn1c(N)c(N(CCOC)C(=O)CCc2ccc(OC)cc2)c(=O)[nH]c1=O in the list: Y pestis TopoI = 0; Vc quorum ag = -0.4; TcdB inh = .; Mtb FBA inh = 1; Mtb UGM inh = 7.3; FadD28 FP inh = -2.1; PfHsp40 rescue = -1.2; BioA inh = .; GDH-TPI counter = 6

Next records:
SMILES	Y pestis TopoI	Vc quorum ag	TcdB inh	Mtb FBA inh	Mtb UGM inh	FadD28 FP inh	PfHsp40 rescue	BioA inh	GDH-TPI counter
Cc1ccc(NC(=O)CN(C)C(=O)c2cc(S(=O)(=O)N(C)C)ccc2N2CCCC2)cc1	3	-0.4	1.3	3	1.7	-1.3	-0.1	.	2
COC(=O)c1cccc(NC(=O)Cc2ccc(OC)cc2)c1C	3	i	.	0	0.6	1.3	-2.1	-2.8	-4
Cc1ccc(-c2csc(N3CCN(c4cc5c(cc4Cl)nc(-c4ccncc4)n5CCN4CCCCC4)CC3)n2)cc1	-7	0.6	-0.3	15	0.4	-3.4	1.4	-1.4	8
CSc1sccc1/C=N/NC(=O)c1ccncc1	-3	i	1.0	1	-0.3	-2.2	-1.3	3.1	12
CN(C)CCCNc1cn[nH]c(=O)c1Cl	-7	i	0.3	6	1.1	0.7	-0.9	-2.8	7
Cc1cccc2cc(C#N)c(SCC#N)nc12	-3	-0.3	1.2	3	-0.6	-0.4	-1.2	0.4	-2
CCCCCOc1ccc(C(=O)C(c2ccccc2)N2CCOCC2)cc1 (centres undefined)	31	-0.5	.	3	-5.3	-1.5	2.7	-0.8	3
Cc1c(C(=O)NCc2cccnc2)sc2nc(-c3ccc(F)cc3)cn12	-2	-0.4	6.3	5	2.2	-4.0	0.3	5.4	7
C=CCNc1nnc(SCC(=O)N2CCC(C(N)=O)CC2)s1	-8	i	0.0	-5	-0.3	-2.9	-1.2	-0.5	13
Cc1ccnc(NC(=O)CCN2C(=O)c3ccccc3S2(=O)=O)n1	3	-0.6	2.6	-1	.	-2.6	0.6	-0.1	0
O=C1CCC(C2CCc3cc(O)ccc3C2)C1 (centres undefined)	1	-1.6	8.8	-1	.	-3.0	0.1	-2.1	4
Cc1onc(-c2ccccc2)c1C(=O)NCCCc1ccccc1	7	i	-0.6	1	0.0	-0.1	0.1	1.2	-3
COc1ccc(-c2csc3nc(-c4cccnc4)nc(N4CCC(C(N)=O)CC4)c23)cc1OC	21	-0.2	2.5	3	4.0	-2.3	2.1	.	14
CC(C)C(=O)Nc1cccc(C(=O)Nc2cc([N+](=O)[O-])ccc2Cl)c1	-8	i	1.0	3	-0.7	-2.1	0.2	.	10
Cc1cccc(CN2CCN(C3CN(C4CCCC4)S(=O)(=O)C3)CC2)c1 (centres undefined)	.	.	-1.4	1	.	-1.6	.	1.9	.
CN1CCN(c2ccc(Cl)cc2NC(=O)/C=C/c2cccc(F)c2)CC1	-23	-0.4	1.3	-3	2.6	-2.9	-0.1	.	-1
O=c1c2c3c(sc2ncn1/N=C/c1ccncc1)CCCC3	6	i	-0.4	1	-1.7	-0.4	-0.1	.	-2
COc1ccc(C(=O)COC(=O)CNC(=O)c2cccs2)cc1Br	-1	0.6	0.1	0	-0.6	-1.8	-0.8	-0.9	3
CC(C(=O)O)c1ccc(-c2ccccc2)c(F)c1 (centres undefined)	-5&5	-0.4	1.3&1.9	7&2	5.4	-1.2&-0.7	3.0&2.4&4.0	-0.7&-1.1&0.1	21&-9
C[C@H](NC(=O)N1C[C@H]2C[C@@H](C1)c1cccc(=O)n1C2)C(=O)Nc1ccc(F)c(F)c1	9	-0.4	-10	-1	1.6	0.1	-0.5	-0.1	5
CC(C)CN(C(=O)COC(=O)c1cnc(Cl)c(Cl)c1)c1c(N)n(Cc2ccccc2)c(=O)[nH]c1=O	-6	0.2	0.7	3	0.0	-1.3	-0.8	.	3
CCc1ccc(N(C(=O)c2csnn2)C(C(=O)NC(C)(C)C)c2cccnc2)cc1 (centres undefined)	8	i	-0.1	2	1.2	-3.1	1.3	.	-3
CCCOc1ccc(C(=O)Nc2ccc(S(=O)(=O)Nc3cc(C)nc(C)n3)cc2)cc1	9	0.4	-0.9	4	2.2	-0.5	0.3	0.2	-3
Cc1ccccc1C(=O)NC1CC2CCCC(C1)N2Cc1ccc(Cl)cc1 (centres undefined)	0	0.5	0.7	-1	1.8	-2.7	-0.2	-1.4	-3
CCc1nn(C(C)C(=O)N2CCN(Cc3ccccc3)CC2)c(=O)c2cc3occc3n12 (centres undefined)	7	.	.	1	0.3	-2.0	-1.1	2.3	3
COc1cccc(C(=O)C2CCCN(Cc3cccn3-c3ccccn3)C2)c1 (centres undefined)	-1	-0.6	1.1	6	-1.4	-0.7	0.5	.	3
Nc1[nH][nH]c(=O)c1N=Nc1ccccc1	-16	i	0.1	-6	.	-3.8	0.3	-1.2	10
N#CCOc1ccccc1/C=N/n1nnnc1N	-2	i	0.5	-1	2.5	-1.3	-1.2	3.3	12
Cc1ccc(C(C)C)c(OCCNCc2ccccc2)c1	17	-0.4	1.0	2	1.6	-5.4	-0.4	1.1	4
O=C(O)c1cccc(Sc2cc(Cl)ccc2C(=O)O)c1	6	-0.7	2.7	-1	2.9	-0.4	-0.2	-2.2	6
COc1ccccc1NC(=O)C(C/C=C(/C)Cl)C(C)=O (centres undefined)	2	0.4	.	-2	0.0	-0.4	0.7	-1.0	-2
COC(=O)c1nccc2c1[nH]c1ccccc12	3	-0.4	1.4	1	1.6	-3.0	0.7	0.4	-1
CCOC(=O)C1CCN(C(=O)CCc2nc3ccccc3[nH]2)CC1	7	-0.4	.	1	.	-0.6	-0.6	0.1	3
COc1cc(C(O)c2nc(-c3cccc4cccnc34)cs2)ccc1F (centres undefined)	2	-0.1	1.8	1	.	-2.5	.	-0.4	4
COc1cc(C(=O)c2c(C)c(CCC#N)n3ccccc23)cc(OC)c1OC	-1	-0.3	-1.9	-1	-0.1	-1.6	-1.7	.	6
O=S(=O)(c1cccc(S(=O)(=O)N2CCCC2)c1)N1CCCCC1	-5	-0.9	0.6	1	0.7	-2.4	1.0	-0.4	-1
O=C(C1CCCN(S(=O)(=O)c2ccccc2[N+](=O)[O-])C1)N1CCN(c2ccccc2)CC1 (centres undefined)	5	i	.	2	-1.6	1.0	0.2	.	6
